Screening data as filed in PubChem BioAssay.
PfGluPho inh = PfG6PD (Plasmodium falciparum) enzyme inhibition. PfGluPho enzyme, NADPH resazurin-diaphorase fluorescence. inhibition, % at 20 µM. 0.78% of 350,000 active. AID 504690;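 active = inhibition reaching at least a set limit at 20 µM in the primary screen, cut at about 59% in these data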;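 also: 0% = DMSO wells with substrate and 100% = DMSO wells lacking glucose-6-phosphate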
SENP6 block = blocks the human protease SENP6; inhibition, % at 10 µM; AID 2599; Recombinant SENP6 catalytic domain, aminoluciferin luminescence; 1.8% of 330,000 active;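 active = inhibition above about 50% at the single tested dose, limit read from the data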;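 also: plate controls were DMSO wells with enzyme for no effect and DMSO wells lacking enzyme for full effect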
Target sequence (Q9GZR1 628-1112 limits assumed): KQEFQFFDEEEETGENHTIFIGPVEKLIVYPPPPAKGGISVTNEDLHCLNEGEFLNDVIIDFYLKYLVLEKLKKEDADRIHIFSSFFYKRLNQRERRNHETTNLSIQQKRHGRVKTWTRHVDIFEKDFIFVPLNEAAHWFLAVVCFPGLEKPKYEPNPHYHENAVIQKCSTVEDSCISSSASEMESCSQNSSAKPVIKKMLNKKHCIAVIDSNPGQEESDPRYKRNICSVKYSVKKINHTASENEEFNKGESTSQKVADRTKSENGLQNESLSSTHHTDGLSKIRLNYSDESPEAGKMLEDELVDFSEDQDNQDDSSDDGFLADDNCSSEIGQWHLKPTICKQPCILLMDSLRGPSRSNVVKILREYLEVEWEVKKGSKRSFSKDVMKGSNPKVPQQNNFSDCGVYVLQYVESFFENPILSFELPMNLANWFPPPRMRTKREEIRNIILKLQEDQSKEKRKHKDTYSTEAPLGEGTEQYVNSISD
Apaf1 inhib = inhibitors of human Apaf-1 apoptosome | O14727 | reconstituted apoptosome caspase-3 activity, DEVD-Rh110 fluorescence | inhibition, % at 20 µM | 0.71% of 330,000 active; active = inhibition of at least 40% at 20 µM;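 also: plate controls were DMSO wells for no effect and DEVD-CHO caspase inhibitor wells for full effect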
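Assay system – apoptosome proteins · Medium – Hepes buffer, pH 7.5 · Also added – cytochrome c with DEVD-Rh110 · Timing – 30 min compound preincubation, 50 min activation, room temperature · Detection – Rh110 fluorescence, excitation 480 nm, emission 540 nm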
SENP7 inh = SENP7 protease inhibition; Q9BQF6; inhibition, % at 5 µM; 1.5% of 330,000 active; AID 434973; recombinant SENP7, Z-RLRGG-aminoluciferin luminescence, 40 min;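 active = inhibition above about 50% at the single test dose, limit read from the data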;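 also: plate controls were DMSO with enzyme for no effect and no enzyme buffer wells for full effect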
SENP8 block-1 = inhibitors of human SENP8 protease; Q96LD8; recombinant SENP8, Nedd8 substrate fluorescence; inhibition, % at 20 µM; 0.64% of 360,000 active; AID 602440; in the data active = inhibition mostly above about 40%, no sharp cut-off; inactive = mostly below about 27%
Target sequence (Q96LD8 whole entry, looked up): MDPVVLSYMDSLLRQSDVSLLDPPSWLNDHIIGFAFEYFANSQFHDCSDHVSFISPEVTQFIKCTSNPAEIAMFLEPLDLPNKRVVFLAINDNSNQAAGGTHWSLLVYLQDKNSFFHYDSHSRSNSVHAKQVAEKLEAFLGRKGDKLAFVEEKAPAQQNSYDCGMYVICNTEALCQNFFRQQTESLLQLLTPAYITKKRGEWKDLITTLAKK
NLRP3 yeast inh = inhibitors of NALP3 inflammasome in yeast; AID 2825; Yeast reconstituted NLRP3/ASC/caspase-1, beta-gal luminescence, 24 h; 0.39% of 330,000 active; inhibition, % at 10 µM;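 active = inhibition of 50% or more; inactive = inhibition below 50%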;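 also: plate controls were induced DMSO wells for no effect and uninduced yeast grown without galactose for full effect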
SENP8 block-2 = inhibitors of human SENP8 protease; Q96LD8; purified SENP8, Z-RLRGG-aminoluciferin cleavage, luminescence; inhibition, % at 10 µM; 1.2% of 330,000 active; AID 2540; in the data active = inhibition above about 50%
HKDC1 inhibitor = HKDC1 (human) hexokinase inhibition; Q2TB90; recombinant HKDC1, G6PDH/diaphorase resazurin coupled fluorescence; inhibition, % at 20 µM; 0.16% of 340,000 active;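 active = inhibition above about 35% when tested at 20 µM, limit read from the data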;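 also: plate controls were DMSO wells with enzyme for no effect and DMSO wells lacking enzyme for full effect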
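Test system: Recombinant HKDC1 (HK5) hexokinase enzyme, produced in-house | Input: HKDC1 at 5 µg/mL | Buffer or medium: Tris pH 8.0 buffer with MgCl2, Tween-20, BSA, BME | Schedule: 90 min reaction incubation at room temperature, dark | Technique: Resazurin-to-resorufin fluorescence via G6PDH and diaphorase coupling, 525/613 nm | Controls: DMSO wells with and without enzyme mix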
SENP1 FRET inh = blocks the human SENP1 SUMO protease catalytic domain; Q9P0U3; recombinant SENP1 catalytic domain, CyPet-SUMO1-YPet FRET cleavage; inhibition, % at 10 µM; 0.21% of 360,000 active;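 active = inhibition at least 30% at 10 µM, raw YFP signal under a set limit, fluorescence ratio 0.5 to 1.5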;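 also: 0% = enzyme with DMSO and 100% = no enzyme wells; some results filed as inactive read as strong as hits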
Target sequence (Q9P0U3 419-644 limits assumed): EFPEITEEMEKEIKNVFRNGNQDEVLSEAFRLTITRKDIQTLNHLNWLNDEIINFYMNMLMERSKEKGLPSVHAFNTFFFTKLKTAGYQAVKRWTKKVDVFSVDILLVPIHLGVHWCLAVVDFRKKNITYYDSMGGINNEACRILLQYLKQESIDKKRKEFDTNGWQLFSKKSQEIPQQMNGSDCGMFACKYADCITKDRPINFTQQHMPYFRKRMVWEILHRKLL
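system = hSENP1 catalytic domain, recombinant | reagent = SFCypet-SUMO1-SFYpet substrate at 25 nM | doses = one dose per compound, 10 µM, 0.5% DMSO | incubation = enzyme reaction for 50 min at room temperature, dark | measured by = FRET, CFP and YFP emission | controls = no-enzyme low, enzyme-DMSO high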
An asterisk follows results filed as active; . = no result given.

1) O=C(OCc1cncs1)c1cccs1
2) O=C(Nc1ccc2c(c1)OCCO2)c1cc2ccccc2o1
3) CCC(CO)N=CC1=C(O)C(C(=O)c2ccccc2)CCC1=O (stereo not drawn)
4) O=c1cc(N2CCCC2)[nH]c(=O)n1-c1ccc(Cl)cc1
5) O=c1c2ccccc2nc(N/N=C/c2c(O)ccc3ccccc23)n1O
6) C[C@H](CO)N1C[C@H](C)[C@@H](CN(C)CC2CCCCC2)Oc2c(NC(=O)C3CC3)cccc2C1=O

entry no.	1	2	3	4	5	6
SENP8 block-1	-5	0	5	11	-89	6
HKDC1 inhibitor	5	-9	-2	-6	-12	-4
PfGluPho inh	0	72*	4	2	12	9
SENP7 inh	-3	78*	-6	-3	2	-10
Apaf1 inhib	1	-12	-8	-17	15	26
SENP6 block	-12	81*	1	-2	14	-23
SENP8 block-2	-8	61*	-3	0	2	-13
NLRP3 yeast inh	-11	53*	12	-3	16	13
SENP1 FRET inh	0	1	1	-2	-7	-1

7) Fc1ccccc1N1CCN(C(c2ccccn2)c2nnnn2C2CCCCC2)CC1 (stereo not drawn)
8) COc1ccc(NC(=O)CSc2c3c(nc4cc(Cl)ccc24)CCCC3)cc1OC
9) CCCCNC(=O)CC1N=C2c3ccccc3N=C(SCC(=O)Nc3cccc(OC)c3)N2C1=O (stereo not drawn)
10) O=C(O)C1CCN(c2ncccn2)CC1
11) Nc1c(NCCN2CCCCC2)c2ccccc2oc1=O
12) COCCSc1ccccc1C(=O)Nc1cc(C)cc(C)c1

entry no.	7	8	9	10	11	12
SENP8 block-1	-4	6	-57	-49	-5	13
HKDC1 inhibitor	-5	5	2	-13	-7	-5
PfGluPho inh	13	-5	12	-19	-4	28
SENP7 inh	5	5	-1	9	4	-9
Apaf1 inhib	-12	4	6	-3	7	11
SENP6 block	-2	-10	-5	-15	5	-8
SENP8 block-2	-1	-5	1	2	-2	-1
NLRP3 yeast inh	4	4	9	19	-3	10
SENP1 FRET inh	-3	0	1	-1	2	1

Sorted by the number under SENP6 block (descending): some entries from above
entry | structure | SENP6 block
11 | Nc1c(NCCN2CCCCC2)c2ccccc2oc1=O | 5
7 | Fc1ccccc1N1CCN(C(c2ccccn2)c2nnnn2C2CCCCC2)CC1 (stereo not drawn) | -2
9 | CCCCNC(=O)CC1N=C2c3ccccc3N=C(SCC(=O)Nc3cccc(OC)c3)N2C1=O (stereo not drawn) | -5
8 | COc1ccc(NC(=O)CSc2c3c(nc4cc(Cl)ccc24)CCCC3)cc1OC | -10
10 | O=C(O)C1CCN(c2ncccn2)CC1 | -15

Later entries.
13) C(/C=C/c1ccccc1)=N/N1CCN(c2ccccc2)CC1
14) Cc1ccc(-c2nnc(SCC(N)=O)nc2-c2ccc(C)cc2)cc1
15) O=C(NC(=S)Nc1ccc(Cl)cn1)c1cc([N+](=O)[O-])ccc1N1CCOCC1
16) CC(C)N1CCN(C2CSCCSC2)CC1CCO (stereo not drawn)
17) CN1C(=O)c2cccc3c(S(N)(=O)=O)ccc1c23
18) CCc1nonc1NC(=O)c1oc2cc(C)c(Cl)cc2c1C

entry no.	13	14	15	16	17	18
SENP8 block-1	24	12	16	18	-492	6
HKDC1 inhibitor	-8	1	-3	5	9	7
PfGluPho inh	-4	13	11	-15	3	-3
SENP7 inh	61*	-4	-7	-5	0	-3
Apaf1 inhib	-7	16	5	-24	-14	4
SENP6 block	14	-18	-1	-20	9	7
SENP8 block-2	-12	-1	-5	3	-8	7
NLRP3 yeast inh	5	12	7	2	3	10
SENP1 FRET inh	1	3	0	1	-24	0

From entry 15 to 18, copied from above:
15) O=C(NC(=S)Nc1ccc(Cl)cn1)c1cc([N+](=O)[O-])ccc1N1CCOCC1
16) CC(C)N1CCN(C2CSCCSC2)CC1CCO (stereo not drawn)
17) CN1C(=O)c2cccc3c(S(N)(=O)=O)ccc1c23
18) CCc1nonc1NC(=O)c1oc2cc(C)c(Cl)cc2c1C

entry no.	15	16	17	18
SENP8 block-1	16	18	-492	6
HKDC1 inhibitor	-3	5	9	7
PfGluPho inh	11	-15	3	-3
SENP7 inh	-7	-5	0	-3
Apaf1 inhib	5	-24	-14	4
SENP6 block	-1	-20	9	7
SENP8 block-2	-5	3	-8	7
NLRP3 yeast inh	7	2	3	10
SENP1 FRET inh	0	1	-24	0

New compounds follow
19) O=C(CSc1nc(Nc2ccccc2)nc(N2CCOCC2)n1)Nc1cccc([N+](=O)[O-])c1
20) COc1cc2c(cc1OC)CN(C(=S)Nc1c(C)cccc1C)CC2
21) CC(=O)N1CCN(c2cc3c(cc2F)c(=O)c(C(=O)O)cn3C2CC2)CC1
22) O=C1NC(=O)C(=Cc2ccc(Cl)c(Cl)c2)S1
23) CCN(CC)S(=O)(=O)c1cnccc1N1CCN(c2cccc(Cl)c2)CC1
24) CCCNC(=O)CCC(=O)Nc1ncc(-c2ccc(C)cc2)n1C

entry no.	19	20	21	22	23	24
SENP8 block-1	0	3	-460	-1	16	7
HKDC1 inhibitor	0	-9	3	7	1	3
PfGluPho inh	22	-8	1	-12	-7	0
SENP7 inh	0	0	-9	.	-1	-9
Apaf1 inhib	6	3	-7	.	23	-12
SENP6 block	-6	-8	-10	.	-2	-2
SENP8 block-2	-3	6	3	.	-1	-9
NLRP3 yeast inh	7	-2	23	.	11	-15
SENP1 FRET inh	1	2	3	-2	0	2

25) Cc1cccc(C)c1OCC(O)Cn1ccnc1C (stereo not drawn)
26) CC(C)(C)NC(=O)C(c1cccs1)N(Cc1ccco1)C(=O)c1csnn1 (stereo not drawn)
27) COC(=O)c1cc(NC(=O)c2c(-c3ccccc3)noc2C)ccc1N1CCOCC1
28) CCCCCCCCCC(=O)N1CCN(c2cc3c(cc2F)c(=O)c(C(=O)O)cn3CC)CC1
29) O=C(CN1C(=O)S/C(=C\c2ccc(C(=O)O)cc2)C1=O)Nc1ccccc1
30) C/C(=C\C(=O)C(F)(F)F)Nc1ccc(C(F)(F)F)cc1

entry no.	25	26	27	28	29	30
SENP8 block-1	16	14	-154	-187	16	10
HKDC1 inhibitor	-1	-3	-6	3	-1	-6
PfGluPho inh	-14	-18	5	-4	-5	3
SENP7 inh	7	-11	-8	3	-23	6
Apaf1 inhib	39	6	8	5	5	4
SENP6 block	6	-5	1	-11	-21	-36
SENP8 block-2	2	-9	1	0	-11	1
NLRP3 yeast inh	-8	18	9	46	12	-1
SENP1 FRET inh	-2	0	-1	2	0	2

31) COc1ccccc1CNC(=O)CN1CCN(S(=O)(=O)c2cccs2)CC1
32) COc1ccc(OC)c(C(=O)c2ccc(C(=O)Nc3ccc(NC(C)=O)cc3)cc2)c1
33) CCN(CC)CCNC(=O)c1ccc2c(=O)n(C3CCCC3)c(=S)[nH]c2c1
34) CCc1n[nH]c(=S)n1/N=C/C(C)=C\c1ccccc1
35) COc1cccc(CNC(=O)c2cnc(-c3ccccn3)nc2C(F)(F)F)c1
36) CCOC(=O)Cn1c(CN2CCOCC2)nc2c1c(=O)n(C)c(=O)n2C

entry no.	31	32	33	34	35	36
SENP8 block-1	2	3	8	12	28	10
HKDC1 inhibitor	-4	3	8	-5	0	-7
PfGluPho inh	-5	-15	18	22	-2	13
SENP7 inh	3	-16	1	0	-2	3
Apaf1 inhib	8	5	11	-4	9	2
SENP6 block	-7	12	1	21	-16	6
SENP8 block-2	-1	0	-6	8	-3	-6
NLRP3 yeast inh	10	14	8	44	7	-3
SENP1 FRET inh	-1	3	0	2	1	2

37) CCCc1nnc(NC(=O)Cn2c(=O)sc3ccccc32)s1
38) CCN1CCN(C(=O)C2CCCN(S(=O)(=O)c3cc(Cl)ccc3Cl)C2)CC1 (stereo not drawn)
39) CN(C)CCNc1oc(COc2ccc(Cl)cc2Cl)nc1C#N
40) O=C(Nc1ccccc1C(F)(F)F)N1CCN(c2ccccn2)CC1
41) C=C(C(=O)c1ccccc1)C(c1ccccc1)C(C)C(=O)c1ccccc1 (stereo not drawn)
42) Cc1ccc(NC(=O)NNC(=O)c2ccccc2)cc1

entry no.	37	38	39	40	41	42
SENP8 block-1	10	5	-17	-12	24	12
HKDC1 inhibitor	-1	-7	-13	-8	13	-4
PfGluPho inh	9	-4	1	3	-13	-10
SENP7 inh	1	3	-10	0	-5	5
Apaf1 inhib	-1	9	6	-8	14	-21
SENP6 block	-5	2	-16	-5	-19	22
SENP8 block-2	1	1	-7	6	-2	1
NLRP3 yeast inh	-7	7	2	-1	15	-1
SENP1 FRET inh	1	1	-34	0	-1	0

43) COc1ccccc1NC(=O)CCC(=O)OC(C)C(=O)c1ccccc1 (stereo not drawn)
44) CSc1ccc(/C=N/n2c(C)nc3ccccc3c2=O)cc1
45) Cc1ccc(C(=O)NCC(=O)NC2CCCCCC2)cc1
46) COc1ccccc1/C=C/C(=O)OCC(=O)c1c(N)n(C)c(=O)n(C)c1=O
47) CCN(CCn1cccn1)C(=O)CCc1nnc(-c2ccc3c(c2)OCO3)o1
48) C=CCn1c(SCC(=O)Nc2cc(C)c(Cl)cc2OC)nnc1-c1ccco1
49) CC1CCCC(NC(=O)COC(=O)/C=C/c2ccc(S(=O)(=O)N3CCOCC3)cc2)C1C (stereo not drawn)
50) O=C(NCc1ccccn1)Nc1ccc2c(c1)OCO2
51) CCn1c(SCC(=O)Nc2ccc(OC)c(OC)c2)nnc1-c1cccs1

entry no.	43	44	45	46	47	48	49	50	51
SENP8 block-1	6	20	9	-93	4	18	17	5	29
HKDC1 inhibitor	-4	2	-7	-5	-8	11	-4	3	-1
PfGluPho inh	5	10	-18	-13	-7	33	-7	4	-9
SENP7 inh	-7	-5	-5	-9	5	6	0	16	4
Apaf1 inhib	6	-1	1	2	-4	11	-27	1	-4
SENP6 block	-18	-10	2	1	-3	-9	-10	5	-16
SENP8 block-2	-5	-12	-8	-11	-3	-4	-1	-2	-2
NLRP3 yeast inh	1	-3	9	0	8	19	6	-6	2
SENP1 FRET inh	1	2	0	-4	1	1	1	0	3
